Bioassay records: PubChem BioAssay, Broad Institute
S100A4 inh HTS = inhibitors of S100A4-myosin IIA peptide binding, primary screen, biochemical, fluorescence polarization, TAMRA-MyoIIA peptide; Protein S100-A4 (Homo sapiens), P26447; inhibition, % at 10.7 µM; 360,000 tested, 0.14% active;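 active = mean inhibition of at least 70% across replicates, with every replicate also reaching that level; inconclusive = mean inhibition reaches 70% but some replicates fall short; inactive = mean inhibition below 70%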
Target sequence (P26447 whole entry, looked up): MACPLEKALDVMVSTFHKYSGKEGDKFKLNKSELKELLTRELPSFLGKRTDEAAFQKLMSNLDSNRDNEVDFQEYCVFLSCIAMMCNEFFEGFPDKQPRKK
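assay system = human S100A4 monomer with TAMRA-labelled myosin IIA peptide | also added = labelled myosin peptide probe, 5 nM | incubation = 5 min between mix addition and reading | control set = DMSO and TFP controls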
PglD inh = C. jejuni PglD acetyltransferase inhibitors, primary screen, biochemical, DTNB colorimetric, single point; UDP-N-acetylbacillosamine N-acetyltransferase PglD (Campylobacter jejuni); purified PglD enzyme, DTNB colorimetric CoA detection; inhibition, % at 12.5 µM; 360,000 tested, 0.098% active; AID 602405, 2012; in the data active = inhibition above about 16%, passing the limit was not always enough; inconclusive = no clear call, values can overlap the other calls; note: strong numbers were not always called active
E-selectin induc = E-selectin induction in HUVECs, primary screen, imaging, HUVEC, immunofluorescence imaging, single point; normalized: neutral wells 0, TNF-alpha wells 100; activation, % at 7.58 µM; 260,000 tested, 0.37% active; AID 686992, 2013;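 active = mean E-selectin-positive cell signal at least 10% of the positive control, reached in at least 60% of replicates, without over 20% cell loss; inconclusive = no rule given, readout overlaps actives, possibly toxicity-flagged; inactive = the rest, including those meeting only one limit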;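 note: in these data hits start at about 27%; measured in HUVEC primary endothelial cells; signal is the percent of cells scored E-selectin positive by PE staining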
Target sequence (P16581 whole entry, looked up): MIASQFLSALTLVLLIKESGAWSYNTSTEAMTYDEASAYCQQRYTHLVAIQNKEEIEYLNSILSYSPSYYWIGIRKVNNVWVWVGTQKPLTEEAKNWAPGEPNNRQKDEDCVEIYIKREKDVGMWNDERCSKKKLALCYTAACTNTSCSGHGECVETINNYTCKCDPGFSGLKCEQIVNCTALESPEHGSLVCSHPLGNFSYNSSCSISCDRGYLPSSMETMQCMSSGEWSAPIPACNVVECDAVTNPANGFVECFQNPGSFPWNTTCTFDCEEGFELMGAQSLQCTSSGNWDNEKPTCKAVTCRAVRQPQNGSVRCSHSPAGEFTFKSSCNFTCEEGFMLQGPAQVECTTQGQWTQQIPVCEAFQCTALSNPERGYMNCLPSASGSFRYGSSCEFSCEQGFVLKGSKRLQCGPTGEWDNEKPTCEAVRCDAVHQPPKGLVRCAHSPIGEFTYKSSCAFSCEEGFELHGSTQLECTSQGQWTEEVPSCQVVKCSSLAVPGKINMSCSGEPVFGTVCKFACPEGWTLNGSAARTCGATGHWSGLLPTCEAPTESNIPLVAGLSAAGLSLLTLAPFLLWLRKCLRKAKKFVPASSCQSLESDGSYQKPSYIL
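Read-out: % PE-positive cells | Test system: HUVEC | Doses: One compound dose added by pin transfer | Buffer or medium: EGM-2 over gelatin coat | Signal: Immunofluorescence imaging | Benchmarks: TNF-alpha, DMSO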
ERp5 inh = inhibitors of ERp5-driven insulin aggregation, primary screen, biochemical, turbidity, absorbance 650 nm, single point; Protein disulfide-isomerase A6 (Homo sapiens), Q15084; 90 min; inhibition, % at 9.99 µM; 350,000 tested, 0.05% active; AID 651711, 2012;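 active = mean replicate inhibition above about 25%, with every replicate also reaching it, limit read from the data, passing the limit was not always enough; inconclusive = only one of those two criteria met; inactive = neither criterion met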
DENV2 CPE rescue = inhibitors of DENV2 cytopathic effect, primary screen, cell-based, plate reader, single concentration | AID 651640, 2012 | 350,000 tested, 1.7% active | DENV2-infected cells, cytopathic effect rescue | CPE inhibition, % at 9.99 µM; in the data active = CPE inhibition above about 20%, passing the limit was not always enough; inconclusive = no clear call, values can overlap the other calls; tested in BHK-21 cells;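 note: 0% = median of neutral control wells and 100% = median of positive control wells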
C2C12 statin = suppressors of statin myotoxicity in C2C12 myotubes, primary screen, cell-based, single point, plate reader. rescue of ATP level, % at 7.49 µM. C2C12 myotubes + simvastatin, ATP luminescence, 48 h; scaled: DMSO 0, geranylgeraniol control 100. AID 602340, 2012. 330,000 tested, 0.78% active;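 active = mean ATP rescue above about 67%, or every replicate alone reaching that limit, limit read from the data, passing the limit was not always enough; inconclusive = no clear call, values can overlap the other calls; inactive = mean under the limit and some replicate under it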;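 note: myotubes were challenged with 10 µM simvastatin during compound exposure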
SIRT5 block = SIRT5 desuccinylase inhibitors, primary screen, biochemical, fluorescence imaging, single point, set 5; NAD-dependent protein deacylase sirtuin-5, mitochondrial (Homo sapiens), Q9NXA8; Purified SirT5, succinyl-peptide AMC, trypsin-coupled fluorescence; inhibition, % at 15 µM; 330,000 tested, 1.1% active; in the data active = inhibition above about 15%; inconclusive = no clear call, values can overlap the other calls
Target sequence (Q9NXA8 whole entry, looked up): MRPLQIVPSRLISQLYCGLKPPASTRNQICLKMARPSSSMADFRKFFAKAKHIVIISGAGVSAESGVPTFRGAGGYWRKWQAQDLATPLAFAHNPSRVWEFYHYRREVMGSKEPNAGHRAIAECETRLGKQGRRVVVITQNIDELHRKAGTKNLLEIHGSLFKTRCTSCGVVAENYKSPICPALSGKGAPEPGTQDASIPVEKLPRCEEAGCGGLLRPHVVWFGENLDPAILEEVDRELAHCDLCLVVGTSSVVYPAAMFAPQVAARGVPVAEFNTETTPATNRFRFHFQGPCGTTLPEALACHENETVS
* marks the source's active call; other numbers are inactive results; ? = inconclusive; . = not tested or not shown.

SMILES	S100A4 inh HTS	PglD inh	E-selectin induc	ERp5 inh	DENV2 CPE rescue	C2C12 statin	SIRT5 block
CCCCN(C)Cc1c(C)[nH]c2ccc(Cl)cc2c1=O	13	1	.	-4	19	-4	1
Cc1ccc2cc3c(NS(=O)(=O)c4cccc5nonc45)nn(CC(C)C)c3nc2c1	-7	-8	.	4	3	23	0
CCCCc1nnc(NC(=O)CCc2ccccc2)s1	6	2	.	3	-3	2	-1
N#C/C(C(=O)N1CCCCC1)=C1/N=C(NC(=O)c2ccc(F)cc2)c2ccccc21	2	0	.	-4	-2	86*	-2
COc1ccc(S(=O)(=O)Nc2ccc3c(c2)C(=O)N([C@H](C)CO)C[C@H](C)[C@H](CN(C)C(=O)C2CCCCC2)OCCCC[C@H](C)O3)cc1	0	4	0.1	4	-6	.	11
O=C(CNC(=O)c1ccc2c(=O)n3c(nc2c1)CCC3)Nc1ccc(F)c(F)c1	-8	-1	-0.3	-2	-12	12	3
O=C(N[C@@H]1CC[C@@H](CC(=O)N2CCCCC2)O[C@H]1CO)c1ccccn1	13	0	-0.2	5	-14	-8	0
Cc1ccc(CNC(=O)CSCc2cccc(F)c2)cc1	-3	.	-0.1	1	1	.	1
O=C(COC(=O)c1ccc[nH]c1=O)Nc1ccc(S(=O)(=O)N2CCCC2)cc1	-3	.	17	-2	2	.	0
C[C@H]1CN([C@@H](C)CO)S(=O)(=O)c2ccc(-c3ccncc3)cc2O[C@@H]1CN(C)S(=O)(=O)c1ccccc1F	5	0	6.0	-2	-4	11	4
Cc1cccc(-c2n[nH]c(S(C)(=O)=O)c2C#N)c1	12	.	8.6	5	0	.	-2
CC(=O)C1=C(C)NC(SCC(N)=O)=C(C#N)C1CC(C)C (stereo not drawn)	0	.	.	-1	4	.	0
CN(C)CC(=O)Nc1ccc2c(c1)[C@H]1C[C@@H](CC(=O)NCc3ccccc3F)O[C@@H](CO)[C@H]1O2	.	-4	1.3	.	?	1	.
O=C(Oc1coc(CSc2ncccn2)cc1=O)c1cccc([N+](=O)[O-])c1	-2	.	2.4	-4	-1	8	-9
Cc1oc(-c2ccc(Cl)cc2)nc1CS(=O)CC(=O)NCc1ccccc1 (stereo not drawn)	0	-5	0.0	1	6	1	3
Cc1nc(Nc2ccc(S(=O)(=O)N3CCCCC3C)cc2)c2nnn(Cc3ccccc3)c2n1 (stereo not drawn)	-5	.	.	-1	3	.	.
COc1ccc(NC(=O)Nc2ccc3c(c2)CC(=O)N([C@@H](C)CO)C[C@@H](C)[C@@H](CN(C)C(=O)Nc2ccc(C(F)(F)F)cc2)O3)cc1	.	-6	.	.	-12	-47	.
O=C(CCN1C(=O)c2cccc([N+](=O)[O-])c2C1=O)NC1CCCCCC1	44	9	0.0	-9	?	-2	-6
OCCOCCn1c(C2CCCN2c2nc(-c3ccc(F)cc3)cs2)nc2cc(C(F)(F)F)ccc21 (stereo not drawn)	4	-2	0.3	-4	-18	4	.
O=C(O)c1ccccc1-c1ccccc1C(=O)Nc1ccc2c(c1)CCC2	0	1	0.1	2	-1	10	2
COC(=O)c1ccc(C)c(NS(=O)(=O)c2cn(C)nc2C)c1	69	8	1.5	3	-5	2	-5
O=C(Nc1ccc(F)cc1)C1CCCN1S(=O)(=O)c1cccc2nsnc12 (stereo not drawn)	-1	7	-0.1	1	20	8	13
O=C(CCc1ccccc1)Nc1ccccc1C(F)(F)F	-3	-3	.	3	0	.	-1
CO[C@@H]1CN(C)C(=O)c2cc(NC(=O)c3cnccn3)ccc2OC[C@H](C)N(C(C)=O)C[C@H]1C	-2	1	-0.3	0	2	-12	.
CN(C)S(=O)(=O)N1CCC(Oc2ccc(C(=O)NC3Cc4ccccc4C3)cc2)CC1	0	-7	.	-1	1	3	-1
CCOC(=O)C1CCN(S(=O)(=O)c2ccc3c4c(cccc24)C(=O)N3CC)CC1	-4	5	.	5	5	-2	-5
O=C(Cn1[nH]c(=O)c2ccccc2c1=O)Nc1cccc(S(=O)(=O)N2CCCCCC2)c1	-18	.	0.5	3	.	.	-5
O=C(/C=C/c1c(F)cccc1Cl)Nc1nc2ccccc2[nH]1	3	.	-0.4	-2	-5	.	0
O=C(CCl)N1N=C(c2cccs2)CC1c1ccco1 (stereo not drawn)	4	.	1.6	1	12	.	1
COc1ccc(-c2csc(-c3cccs3)n2)cc1OC	2	.	-1.5	2	-3	.	-5
CC(=O)c1cccc(N(C(=O)c2csnn2)C(C(=O)NC2CCCC2)c2ccccc2)c1 (stereo not drawn)	-2	-3	1.9	8	-3	-4	.
Cc1cc(CNC(=O)COC(=O)Cn2[nH]c(=O)c3ccccc3c2=O)cc(C)c1O	-3	0	0.0	-3	-4	-5	-1
NCCCC[C@H]1CNC(=O)C(=O)N1CC1CCCCC1	1	-4	-0.2	6	4	24	0
Cc1nn(C)c(C)c1C1C(C#N)=C(N)OC2=C1C(=O)CC(C)(C)C2 (stereo not drawn)	-4	-9	-1.2	6	?	.	-4
Cc1ccc2nc(C)cc(C(=O)N3CCCC(N4CCN(c5ccccc5C)CC4)C3)c2c1 (stereo not drawn)	-5	-1	0.1	-15	-1	1	0
Cc1ccc(O)c(CNc2nc3ccccc3[nH]2)c1	1	2	.	2	0	2	.
CCOC(=O)Cc1csc(NC(=O)c2cccc([N+](=O)[O-])c2)n1	-9	-3	.	-1	-3	-9	-1
Cc1cc(C)n(S(=O)(=O)c2ccc(Cl)cc2)n1	3	1	0.0	8	7	-2	-2
CC1CCC(=NNC(=O)Cc2cccn2C)CC1 (stereo not drawn)	-5	.	.	-1	4	5	4
O=C(c1cccc(F)c1)N1CC(=O)N2[C@H](CO)[C@H](c3ccc(-c4ccccc4F)cc3)[C@H]2C1	-1	.	-0.3	3	12	.	-1

Structures listed so far containing a thiophene ring, fused or not:
SMILES	S100A4 inh HTS	PglD inh	E-selectin induc	ERp5 inh	DENV2 CPE rescue	C2C12 statin	SIRT5 block
O=C(CCl)N1N=C(c2cccs2)CC1c1ccco1 (stereo not drawn)	4	.	1.6	1	12	.	1
COc1ccc(-c2csc(-c3cccs3)n2)cc1OC	2	.	-1.5	2	-3	.	-5

Additional records follow.
SMILES	S100A4 inh HTS	PglD inh	E-selectin induc	ERp5 inh	DENV2 CPE rescue	C2C12 statin	SIRT5 block
COCC(=O)Nc1ccc2c(c1)C(=O)N(C)C[C@@H](OC)[C@H](C)CN(C(=O)c1cccnc1)[C@H](C)CO2	-47	-4	0.1	-2	7	-11	5
C[C@@H]1CN([C@H](C)CO)C(=O)CCCn2nncc2CO[C@@H]1CN(C)S(=O)(=O)c1ccc(C#N)cc1	0	-2	2.7	-4	6	-1	-3
CCCN(C)C[C@H]1OCCCC[C@H](C)Oc2ccc(NC(=O)Nc3ccc4c(c3)OCO4)cc2C(=O)N([C@@H](C)CO)C[C@@H]1C	10	3	-0.3	2	-1	25	6
O=C(C[C@H]1C=C[C@@H](NC(=O)Nc2ccccc2)[C@@H](CO)O1)NCc1ccccn1	7	2	-0.2	?	13	4	-3
CC(=O)Nc1ccc(OCc2cnc(Cl)s2)cc1	-7	.	0.0	-7	2	.	-9
CC1C(=O)N2CCCc3cc(S(=O)(=O)N4CCN(c5cccc(Cl)c5)CC4)cc1c32 (stereo not drawn)	-5	-5	4.0	1	-9	17	7
O=C(N[C@H]1C=C[C@@H](CC(=O)N2CCOCC2)O[C@H]1CO)c1cccc(F)c1	-1	-2	0.0	1	?	-8	1
Cc1ccc2c(c1)N(S(=O)(=O)c1ccc(CN3C(=O)c4cccnc4C3=O)cc1)CCO2	9	-4	.	2	-5	8	-2
CN(C(=O)c1ccc(NC(=O)Cc2cccc(NC(=O)C3CCCN(C(=O)C4CC4)C3)c2)cc1)C1CC1 (stereo not drawn)	-17	-2	-0.3	-1	-9	1	.
CCN(CC)S(=O)(=O)c1cc([N+](=O)[O-])ccc1N1CCC(C(N)=O)CC1	-3	-7	-0.2	-2	-2	1	0
CC(C)Cc1nc2ccccc2n1CCc1ccccc1	2	.	.	1	-2	.	1
O=C(C[C@@H]1C[C@@H]2c3cc(NC(=O)Nc4ccccc4)ccc3O[C@@H]2[C@H](CO)O1)NC1CCCC1	3	3	0.1	17	3	6	1
COc1ccc2oc(C(=O)NNC(=O)c3ccc(F)cc3)c(C)c2c1	-15	5	-2.7	-2	4	-2	-3
COC(=O)C1=CC(=O)N2CCN=C2S1	-5	.	-0.2	2	9	.	.
O=S1(=O)c2ccccc2C(CCO)N1Cc1ccccc1 (stereo not drawn)	-2	4	0.0	7	-17	-9	-3
COc1cccc(C(=O)OCCCOC(=O)c2cccc(OC)c2OC)c1OC	0	5	.	5	0	7	2
CC1(C(=O)NCCC#N)CCN1C(=O)C1(c2ccccc2)CCCC1 (stereo not drawn)	-3	-1	.	-15	3	1	-3
O=C(O)C[C@@H]1C[C@H]2c3cc(NS(=O)(=O)c4ccccc4)ccc3O[C@H]2[C@H](CO)O1	-1	1	-0.1	-1	7	-3	4
CCOC(=O)c1cncc(C#CCOC(=O)Nc2ccc(OC(F)(F)F)cc2)c1	4	-4	.	-1	-1	2	-8
CNC[C@H]1Oc2ccc(NS(=O)(=O)c3ccccc3)cc2CC(=O)N([C@@H](C)CO)C[C@H]1C	-23	5	-2.1	-5	0	9	-5

Compounds shown so far that contain a furan ring, fused or not:
SMILES	S100A4 inh HTS	PglD inh	E-selectin induc	ERp5 inh	DENV2 CPE rescue	C2C12 statin	SIRT5 block
O=C(CCl)N1N=C(c2cccs2)CC1c1ccco1 (stereo not drawn)	4	.	1.6	1	12	.	1
COc1ccc2oc(C(=O)NNC(=O)c3ccc(F)cc3)c(C)c2c1	-15	5	-2.7	-2	4	-2	-3

Remaining list, next part
SMILES	S100A4 inh HTS	PglD inh	E-selectin induc	ERp5 inh	DENV2 CPE rescue	C2C12 statin	SIRT5 block
CCOC(=O)C(NC(=O)NCc1cccc(C(F)(F)F)c1)(OCC)C(F)(F)F (stereo not drawn)	-4	.	-1.3	1	11	.	-4
CCCCNS(=O)(=O)c1ccc2nc(-c3cccnc3)cc(C(=O)NC(C)C)c2c1	-1	1	0.2	-7	-3	1	1
Cc1ccc(-c2cc3nc(NCCOc4ccccc4Cl)n(C)c(=O)c3s2)cc1	-2	0	-0.3	7	-4	-5	-5
CC(C)CCN(C(=O)CNC(=O)c1cccs1)C(C(=O)NC1CCCCC1)c1cccnc1 (stereo not drawn)	4	-1	?	2	19	2	-3
CC(=O)NCCNc1nc2cc(-c3cccc(C(F)(F)F)c3)sc2c(=O)n1C	3	-1	-0.2	-2	?	-27	-7
Cc1ccc2cc(C)c3nnc(SCC(=O)c4cccs4)n3c2c1C	-2	.	-1.3	-1	2	.	-2
CCCCCNC(=O)C(C1CC1)n1c(=O)c(-c2ccco2)nc2ccccc21 (stereo not drawn)	-2	.	0.9	4	-8	.	-4
CCCCC(=O)Oc1cc(C)[nH]c(=O)c1[N+](=O)[O-]	-10	.	.	-3	-1	.	3
NNC(=O)c1cc2c(N3CCC(Cc4ccccc4)CC3)ncnc2s1	-3	.	7.5	1	3	.	-5
COc1ccc(OCC(=O)Nc2cccc(S(=O)(=O)N(C)c3ccccc3)c2)c([N+](=O)[O-])c1	3	0	.	3	6	-2	-3
COc1ccc(S(=O)(=O)N2CCC(C(=O)NC(C)CCc3ccccc3)CC2)cc1 (stereo not drawn)	0	5	-0.1	0	-1	-20	9

These rows are one share of the data; rates above refer to the full screens.
